# CBFb RUNX1 block: blocks binding between human CBF-beta and RUNX1 | AID 1477 | AlphaScreen CBFb-His/RUNX1-biotin binding, biochemical | Potency, µM (top dose mostly 59.8 µM), without a hit: top-dose activity, negative = inhibition, actives largely listed as inhibitors | Q01196+Q13951 | 230,000 tested, under 10 active; also: % of control where 0% means no effect
# Target sequence (Q01196 whole entry, looked up): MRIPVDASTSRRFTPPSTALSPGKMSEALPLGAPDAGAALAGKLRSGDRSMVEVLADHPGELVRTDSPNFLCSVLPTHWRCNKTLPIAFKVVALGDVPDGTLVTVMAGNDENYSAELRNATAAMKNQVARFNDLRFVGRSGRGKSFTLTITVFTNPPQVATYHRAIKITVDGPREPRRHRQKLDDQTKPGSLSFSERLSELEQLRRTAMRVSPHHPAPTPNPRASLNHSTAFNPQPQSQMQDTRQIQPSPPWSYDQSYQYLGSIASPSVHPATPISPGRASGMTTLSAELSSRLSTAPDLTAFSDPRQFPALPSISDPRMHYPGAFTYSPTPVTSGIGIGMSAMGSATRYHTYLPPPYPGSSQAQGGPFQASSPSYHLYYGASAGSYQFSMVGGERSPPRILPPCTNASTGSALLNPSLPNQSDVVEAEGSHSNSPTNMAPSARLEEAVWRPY
# Target sequence (Q13951 whole entry, looked up): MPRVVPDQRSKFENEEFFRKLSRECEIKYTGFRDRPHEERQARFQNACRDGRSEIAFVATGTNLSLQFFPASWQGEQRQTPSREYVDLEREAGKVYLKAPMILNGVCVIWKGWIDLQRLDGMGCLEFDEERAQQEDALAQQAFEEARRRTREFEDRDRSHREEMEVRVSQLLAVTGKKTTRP
#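 Read-out: AlphaScreen. Format: His-CBF-beta with biotinylated RUNX1 (30 nM each) preincubated 20 min, compound 15 min, Ni-chelate plus streptavidin beads 90 min; room temperature throughout.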
# NPSR antagonist: neuropeptide S receptor (human) antagonism, cAMP | Q6W5P4 | CHO-NPSR cells, cAMP TR-FRET, antagonist mode | Potency, µM (series often up to 38.3 µM), without a hit: at the top dose activity change, negative = inhibition, hits mostly inhibitors | hit rate 1% among 220,000 | AID 1461; also: potency is read from the fitted curve at half-maximal effect; % is scaled to controls: 0 for no effect and ±100 for the full control effect; nearly all actives have a fitted effect of over 50% in size; many of its hits are not listed in these tables
# Lamin A splicing: LMNA splicing modulation; HeLa LMNA splicing GFP/RFP minigene ratio, 48 h; Potency, µM (top dose mostly 46.1 µM), for the others: at the highest dose ratio change, negative = inhibition, actives largely listed as inhibitors; hit rate 0.01% among 200,000; AID 1487; active = well fitted inhibition curve with a large enough effect in the signal ratio, with a control signal flat, not every such curve was filed as active; inconclusive = small, poorly fitted or top-dose-only effect, or effect the other way, or a change in a side signal; the % refers to the signal ratio; also: potency is read from the fitted curve at half-maximal effect; % is scaled to controls: 0 for no effect and ±100 for the full control effect
#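 S3 HeLa cells stably expressing lamin A-EGFP splicing minigene plus DsRed2, 600 cells/well, 48 h compound exposure at 37C. Laser-scanning cytometry; analysed as GFP (500-530 nm)/RFP (575-640 nm) total intensity ratio; 0.5% DMSO vehicle.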
# Luc counter: Kinase-Glo luciferase inhibition (counter-screen); Q27757; Kinase-Glo luciferase, ATP luminescence, 8 min; Potency, µM (titrated, usually from 38.3 µM), without a hit: top-dose activity change, negative = inhibition, hits mostly inhibitors; hit rate 0.28% among 200,000; also: potency is read from the fitted curve at half-maximal effect; % is scaled to controls: 0 for no effect and ±100 for the full control effect; nearly all actives have a fitted effect of over 60% in size
#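 Recombinant Kinase-Glo luciferase, 10 uM ATP (linear range), luciferin; imidazole pH 7.2 / KCl / MgCl2 / Tween / BSA buffer; 8 min RT; luminescence.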
# IMPase Li inh: cell-permeable IMPase inhibitors with lithium potentiation; hit rate 0.35% among 210,000; CHO-M1 cells, IP1 TR-FRET (IP-One), carbachol + lithium; Potency, µM (titrated, usually from 59.4 µM), inactives show at the highest dose activity, negative = IMPase inhibition, actives largely listed as inhibitors; AID 1457;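 also: IP1 builds up when IMPase is blocked and the TR-FRET signal falls; potency is read from the fitted curve at half-maximal effect; plate controls were basal vehicle for no effect and high inhibitor control for full effect; nearly all actives have a fitted effect of over 50% in size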
#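 CHO-M1, 2000 cells/well, 16–30 h culture; cpd + low Li+, 30 min 37C; lysis with d2-IP1/Eu-anti-IP1 Ab, 10 min RT; TR-FRET 665/620 ratio and 620 channel; AC50 via Hill.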
# Epigenetic reg: epigenetic control regulation, reporter derepression; murine LDR cells, GFP reporter derepression, 30 h; hit rate 0.2% among 280,000; Potency, µM (series often up to 53.9 µM), for the others: top-dose GFP activation, most hits filed as activators; also: potency is read from the fitted curve at half-maximal effect; % of control where 0% means no effect; nearly all actives have a fitted effect of over 60% in size
#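 Readout is the number of GFP-expressing murine LDR cells, counted by cytometry following washing. Cells were treated with compound for 30 h at 37 C; the stably integrated CMV-GFP locus is normally silent.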
# aGal spleen mod: inhibitors or activators of human alpha-galactosidase in spleen homogenate; human spleen homogenate, 4MU-alpha-Gal fluorescence, 40 min; Potency, µM (top dose mostly 80 µM), for the others: top-dose activity change, negative = inhibition, hits mostly inhibitors; hit rate 0.008% among 240,000; AID 2107;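 also: potency is read from the fitted curve at half-maximal effect; 0% = enzyme with vehicle and -100% = no enzyme basal signal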
# Target sequence (P06280 32-429 limits assumed): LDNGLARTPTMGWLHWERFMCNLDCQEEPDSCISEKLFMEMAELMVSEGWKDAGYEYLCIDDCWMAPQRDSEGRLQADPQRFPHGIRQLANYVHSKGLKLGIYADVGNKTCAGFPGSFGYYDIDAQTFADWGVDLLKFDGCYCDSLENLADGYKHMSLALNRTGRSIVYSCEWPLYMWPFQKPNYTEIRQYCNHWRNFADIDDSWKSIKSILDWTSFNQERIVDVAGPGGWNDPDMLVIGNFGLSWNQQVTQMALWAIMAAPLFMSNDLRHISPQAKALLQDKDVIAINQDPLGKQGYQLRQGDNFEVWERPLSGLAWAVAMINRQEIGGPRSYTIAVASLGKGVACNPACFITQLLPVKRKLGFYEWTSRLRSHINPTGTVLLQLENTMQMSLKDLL
#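 qHTS titration in buffer at pH 5.0. Alpha-galactosidase activity in spleen homogenate was measured via 4-methylumbelliferone release from 1 mM fluorogenic substrate after 40 min at 37C and a pH 10 stop. AC50 came from Hill fits of control-normalized data.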
# * hit, by the source's call; ? = inconclusive; · = no result given; & = joins results of further samples; [ ] = another dose, or the depositor's remark. Unless noted, calls follow the shape of the dose curve; as a rule, active = well fitted curve in the direction sought with a large enough effect; inconclusive = small, poorly fitted or top-dose-only effect, or another doubt; inactive = no such curve, though single readings can be large; an effect the other way counts as inactive or inconclusive. An excerpt. The share of hits here may be higher or lower than overall.
# Second line of a record – CBFb RUNX1 block, NPSR antagonist, Lamin A splicing, Luc counter, IMPase Li inh, Epigenetic reg, aGal spleen mod
> CC(=O)Nc1ccc(-n2cc(-c3ccccc3)[nH]c2=S)cc1
    -6%, -12%, ?, 0%, 0%, -3.4%, 1%
> Cc1ccc2c(c1)C(=O)c1c(C(=O)O)cccc1-2
    6%, 2%, ·, 3%, 0%, 2.1%, -4%
> CC(C)NC(=O)c1ccccc1NC(=O)CCc1ccccc1
    4%, 8%[46.1 µM], 0%, 0%, -1%, 0.0%, 2%
> COc1ccc(-c2nc3ccc(N4CCCC4)cc3c(=O)[nH]2)cc1OC
    0%, -1%[46.1 µM], 7%, -2%, -24%[38.3 µM], 1.8%, -2%
> COc1ccc2c(c1)CC/C(=C\c1ccc(C)o1)C2=O
    -18%, -6%, ·, ·, ·, ?, 7%
> COc1cccc([C@@H]2Oc3ccc(Br)cc3C(=O)[C@H]2OC(=O)Nc2ccc(C)c(Br)c2)c1
    -10%, ·, ·, 6%, 14%, -1.1%, -4%
> CO[C@H]1COC(=O)C/C=C\[C@H](C)[C@@H](NS(=O)(=O)c2ccc(C)cc2)COC(=O)CCC[C@@H]1C
    11%[13.1 µM], ·, ·, ·, ·, 1.1%[10.1 µM], 6%[17.5 µM]
> Cc1oc2ccc(OCc3c(F)cccc3Cl)cc2c1C(=O)O
    3%, -11%, ·, ·, ·, 0.0%, 5%
> CN1/C(=C/C2CC(=O)N(c3ccc([N+](=O)[O-])cc3)C2=O)C(C)(C)c2ccccc21 (configuration not stated)
    -19%, -16%[46.1 µM], 15%, -1%, 38%[38.3 µM], 18%, 4%
> O=C(Nc1ccc(-c2csc(Nc3cccc(C(F)(F)F)c3)n2)cc1)c1cccc(C(F)(F)F)c1
    19%, ?, ·, ·, ·, -1.3%, 2%
> CCCc1nc(SCC(=O)N2CCC(C)CC2)c2c(=O)n(C)c(=O)n(C)c2n1
    22%, -33%, ·, ·, ·, -0.5%, -2%
> COc1ccc(C/C(O)=C(\C#N)c2nc3ccccc3[nH]2)cc1OC
    0%, -10%[46.1 µM], 1%, 0%, -11%[38.3 µM], 0.2%, -4%
> Nn1c(COc2ccccc2)nnc1SCC(=O)O
    2%, 5%[46.1 µM], 1%, 0%, 22%[38.3 µM], -1.9%, 2%
> O=C(NCC1CCCO1)c1ccc(COc2ccccc2Br)cc1 (configuration not stated)
    ?, -4%, ?, -1%, -12%, 8.0%, -18%
> COc1ccccc1CNC(=O)c1c(N)n(CCCN2CCOCC2)c2nc3ccccc3nc12
    -3%, -10%[46.1 µM], ?, -4%, 14%[38.3 µM], 0.6%, 29%
> COC(=O)N/N=C/c1cc(N=Nc2ccccc2)ccc1O
    -12%, -1%, ·, ·, ·, 1.2%, 5%
> OCCN1CCN(Cc2cc(Cl)c3cccnc3c2O)CC1
    ·, -1%[46.1 µM], ?, -8%, 12%[38.3 µM], ?, 8%
> Nc1nc2ccccc2n1C(=O)CCc1ccccc1
    2%, -5%[46.1 µM], ?, -2%, 12%[38.3 µM], 6.4%, 6%
> CCN(C(=O)c1cnc2scc(C)n2c1=O)c1ccccc1C
    7%, -3%[46.1 µM], -11%, -1%, 16%[38.3 µM], 0.0%, 5%
> CCn1c(SCC(=O)OC2CCCCC2)nc2ccccc2c1=O
    21%, -28%[46.1 µM], -5%, -1%, 19%[38.3 µM], -1.0%, -2%
> CCNc1nc(OC)nc(Oc2ccc(C(=O)OC)cc2)n1
    2%, -2%[46.1 µM], 4%, -3%, 13%[38.3 µM], 0.0%, 5%
> COc1ccccc1NC(=O)c1ccc(CN(c2cc(Cl)ccc2C)S(=O)(=O)c2ccccc2)cc1
    9%, -3%[46.1 µM], 6%, -4%, 6%[38.3 µM], -1.1%, 8%
> Cc1cccc(CCNC(=O)CCc2c(C)nc3ncnn3c2C)c1
    1%, -20%[46.1 µM], ?, 12%, -18%[38.3 µM], -1.1%&-2.6%, -3%
> Cn1c(N)c(C(=O)COC(=O)C2CCCC2)c(=O)n(C)c1=O
    1%, 19%, 3%[46 µM], -1%, 3%, 1.6%, 2%
> CCOC(=O)N1CCN(C(=O)CSc2ccc(-c3ccc(OC)c(OC)c3)nn2)CC1
    -14%, 14%, -15%[46 µM], 0%, 8%, -2.6%, 3%
> CN(C)[C@@H](CO)c1nnc([C@H](CC(=O)O)NC(=O)C2CCNCC2)o1
    12%, -35%, ·, ·, 4%, 0.8%, 4%
> Cc1cc(-c2sccc2C)nc(-n2cccc2)n1
    ?, -16%[46.1 µM], 6%, 1%, -14%[38.3 µM], 0.0%, 19%
> Cc1cc(C)nc(N/N=C/c2ccc3c(c2)OCCO3)n1
    0%, -13%, 7%[46 µM], -6%, 8%, 4.8%, -1%
> COc1ccc(C(=O)N2CCOC2CNC(=O)C(=O)NCc2ccc3c(c2)OCO3)cc1 (configuration not stated)
    -9%, 3%, 23%[9.22 µM], 3%, 1%, 0.8%, 1%
> Cc1ccc(NC(=O)c2cc(F)c(F)cc2Cl)nc1
    4%, 9%, ·, -8%, 0%, 0.0%, 1%
> COC(=O)C1=C(C)NC2=C(C(=O)CC(C)(C)C2)C1c1ccccn1 (configuration not stated)
    -5%, 6%, -2%, 0%, 5%, 0.0%, 6%
> O=C(Nc1cc2nn(-c3ccccc3)nc2cc1Cl)c1ccco1
    -3%, -6%[46.1 µM], -5%, -1%, 28%[38.3 µM], 0.0%, -2%
> O=C(Nc1cccc2cccnc12)C1CCCC1
    13%, 5%, 3%, -5%, 1%, -1.1%, -15%
> C=C1C[C@H](OC(=O)C(C)(O)CCl)C2C(=C)C(=O)O[C@@H]2C2C1C[C@H](O)[C@]2(O)CCl (some centres not stated)
    -4%, ·, ·, -2%, 5%, ?, 5%
> O=C(c1ccc(Cl)cc1)N1CCCCC(Sc2nnc(-c3ccc4c(c3)OCO4)o2)C1=O (configuration not stated)
    -5%, -22%, -1%, -1%, 11%, -1.0%, 1%
> O=c1[nH]c2cc3c(cc2cc1CN(CCCO)C(=S)NCc1ccco1)OCO3
    3%, 4%, ?, -1%, 3%, 0.0%, 15%
> CC1=CC(=O)C=C(C)C1=NOC(=O)c1cccc([N+](=O)[O-])c1
    -1%, -18%[46.1 µM], 8%, 0%, 40%[activator][38.3 µM], 5.9%, -4%
> CCCCOC(=O)/C=C/c1c(C)[nH]c(=O)[nH]c1=O
    2%, 16%, 0%, 3%, 0%, 0.0%, -6%
> COc1ccc(Cl)cc1S(=O)(=O)n1cnc2ccccc21
    -1%, -4%[46.1 µM], 15%, 4%, 18%[38.3 µM], 0.0%, 1%
> CCOc1cc([N+](=O)[O-])cc(/C=C2/NC(=O)N(Cc3ccccc3F)C2=O)c1O
    -22%, ?, ·, ·, 6%, -0.1%, -2%
> CCCc1cc(=O)[nH]c(Nc2ccc(Cl)cc2)n1
    5%, 12%, ?, -1%, -4%, 0.1%, 23%
> O=C(OCn1nnc2ccccc2c1=O)c1ccc(Br)o1
    5%, -5%[46.1 µM], -1%, 1%, 0%, -1.0%, 1%
> O=S(=O)(c1ccc(F)cc1)n1ccc(-c2cnc(-c3ccccc3)s2)n1
    13%, ?, 6%, -3%, 13%[38.3 µM], -1.3%, 5%
> COC(=O)c1ccc(C(=O)OC)c(NC(=S)N2CCCCC2C)c1 (configuration not stated)
    4%, 3%, -10%, 0%, -5%, -1.0%, 7%
> Cc1onc(-c2c(F)cccc2Cl)c1C(=O)N1CCc2ccccc2C1
    5%, -2%[7.67 µM], 4%, -2%, 3%[38.3 µM], 0.3%, 5%
> Cc1ccc(Nc2nc3nonc3nc2N(C)C)cc1
    4%, 2%[46.1 µM], -2%, 0%, -1%[38.3 µM], -1.0%, -7%
> COc1ccc(COC(=O)N/N=C2/C[C@@H](O)[C@@H](O)[C@@H]3[C@@H]4C(=O)N(Cc5ccccc5)C(=O)[C@H]4CC[C@H]23)cc1
    11%[13.1 µM], ·, ·, ·, ·, 0.0%[10.1 µM], 1%[17.5 µM]
> O=C(Nc1ccccn1)c1cc(-n2cnnc2)ccc1Cl
    5%, 7%[46.1 µM], 13%, 2%, 24%[38.3 µM], 0.0%, -4%
> CC(=O)c1ccc(C(=O)N(CCN(C)C)c2nc3c(Cl)cccc3s2)cc1
    1%, -8%, ?, 2%, 18%, 1.6%, -5%
> O=[N+]([O-])c1cccc(C(=S)N2CCN(c3ccc(F)cc3)CC2)c1
    -8%, -9%, -11%[46 µM], 5%, 23%, -4.5%, 7%

# Continued:
# Second line of a record – CBFb RUNX1 block, NPSR antagonist, Lamin A splicing, Luc counter, IMPase Li inh, Epigenetic reg, aGal spleen mod
> COc1cc(C(=O)Nc2cc(-c3nc4cc(C)ccc4o3)ccc2C)cc(OC)c1OC
    -10%, 17%[46.1 µM], 0%, -8%, -14%[38.3 µM], 8.6%, -2%
> COc1ccc(NC(=S)NCc2ccc(S(N)(=O)=O)cc2)c(OC)c1
    2%, 22%, -8%, 3%, 5%, 0.0%, 2%
> c1ccc(-c2cnc(CSc3nnc4ccccn34)o2)cc1
    5%, -3%[46.1 µM], 1%, -6%, 21%[38.3 µM], -1.0%, -5%
> CCCC(=O)Nc1nnc(SCC(=O)NCc2ccc3c(c2)OCO3)s1
    11%, 11%, -12%[46 µM], -1%, -6%, -2.2%, 2%
> O=C(Cc1c[nH]c2ccccc12)Nc1ccc(N2CCOCC2)cc1
    -2%, -7%, -21%[46 µM], -5%, 17%, -3.4%, 7%
> COc1cc(C(=O)N[C@H](C(=O)NC(C)C23CC4CC(CC(C4)C2)C3)C(C)C)cc(OC)c1OC (some centres not stated)
    -1%, -22%[46.1 µM], 2%, 1%, -4%[38.3 µM], -6.1%, 5%
> Cc1ccc(NC(=O)CSc2ncc(S(=O)(=O)c3ccccc3)c(=O)[nH]2)cc1C
    -2%, 16%, 0%, -2%, 4%, 0.0%, 6%
> O=C(Cc1cccc2ccccc12)Nc1ccc2oc(-c3ccccc3)nc2c1
    4%, ?, 8%, 0%, 12%[38.3 µM], ?, -9%
> C/C=N/NC(=O)c1cc(Br)ccc1O
    17%, 18%, -21%, 2%, -1%, -1.0%, -13%
> COc1ccc(CCNC(=O)Cn2nnc(-c3ccc(OC)c(OC)c3)n2)cc1OC
    -1%, -4%, 11%[46 µM], 2%, 7%, 3.2%, 7%
> COc1ccc(NC(=O)CC2Nc3cccc4cccc(c34)NC2=O)cc1 (configuration not stated)
    -17%, -16%, -17%[46 µM], 0%, -9%, 8.0%&1.9%, 1%
> S=C(NCc1ccco1)Nc1ccc2c(c1)OCCO2
    0%, 0%, ·, 1%, 3%, 0.0%, -1%
> COc1cc(C(C)=O)ccc1COc1ccc(C(=O)OC(C)C(=O)NC(N)=O)cc1OC (configuration not stated)
    0%, 12%, -2%, 4%, 1%, 0.0%, 2%
